Screening results (PubChem BioAssay)
RAD52 inh: RAD52 (human) annealing inhibition | 360,000 tested, 0.46% active | inhibition, % at 18.7 µM | recombinant RAD52 DNA annealing, FRET fluorescence | P43351 | AID 651710;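 active means every replicate showing at least 50% inhibition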
ERp5 inh: blocks human ERp5 reductase activity on insulin | AID 651711 | inhibition, % at 9.99 µM | ERp5 insulin aggregation, absorbance 650 nm, 90 min | 350,000 tested, 0.05% active | Q15084;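 active means mean replicate inhibition above about 25%, with every replicate also reaching it, limit read from the data, passing the limit was not always enough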
esBAF inh: inhibitors of esBAF chromatin remodeling in mouse ES cells. 350,000 tested, 2% active. Bmi1-luciferase knock-in reporter, 24 h; 100% = twice the neutral-well signal. reporter increase, % at 12.5 µM; in the data active means activation above about 40%;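 further: 0% = median of the plate's neutral control wells and 100% = double that signal; a rise in the Bmi1 reporter signal indicates esBAF inhibition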
Casp6 inh: blocks human caspase-6 cleavage activity | P55212 | inhibition, % at 12.5 µM | 350,000 tested, 0.53% active | AID 686996 | purified caspase-6, Z-VEID-R110 cleavage fluorescence;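 active means mean inhibition across replicates at least about 35%, with every replicate also reaching that limit, limit read from the data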;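 further: 0% = median of neutral control wells and 100% = no fluorescence left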
Target sequence (P55212 24-179 limits assumed): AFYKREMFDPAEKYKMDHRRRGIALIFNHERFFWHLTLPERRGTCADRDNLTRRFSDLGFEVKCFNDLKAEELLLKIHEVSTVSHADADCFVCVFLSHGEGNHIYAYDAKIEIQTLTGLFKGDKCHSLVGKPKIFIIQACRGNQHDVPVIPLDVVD
Target sequence (P55212 194-293 limits assumed): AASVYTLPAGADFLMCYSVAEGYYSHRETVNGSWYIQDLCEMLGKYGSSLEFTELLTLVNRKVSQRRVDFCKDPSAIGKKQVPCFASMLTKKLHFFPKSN
PglD inh: blocks C. jejuni PglD acetyltransferase activity; purified PglD enzyme, DTNB colorimetric CoA detection; inhibition, % at 12.5 µM; 360,000 tested, 0.098% active; AID 602405; in the data active means inhibition above about 16%, passing the limit was not always enough; further: strong numbers were not always called active
ARNT TACC3 PPI: disrupts binding between human ARNT and TACC3 | Q9Y6A5 | AlphaScreen His-ARNT PAS-B/GST-TACC3 binding, luminescence; TACC3 fragment carries E629A point mutation | inhibition, % at 9.99 µM | 390,000 tested, 0.66% active | AID 623870;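 active means mean inhibition of replicates at least 50% and at least half of replicates each reaching 50%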;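 further: 0% = complete ARNT plus TACC3 wells and 100% = ARNT alone without TACC3; many hits fall short of the cut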
E-selectin induc: induces E-selectin expression in human endothelial cells; P16581; HUVEC E-selectin immunofluorescence imaging; normalized: neutral wells 0, TNF-alpha wells 100; activation, % at 7.58 µM; 260,000 tested, 0.37% active; AID 686992;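 active means mean E-selectin-positive cell signal at least 10% of the positive control, reached in at least 60% of replicates, without over 20% cell loss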;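 further: in these data hits start at about 27%; measured in HUVEC primary endothelial cells; signal is the percent of cells scored E-selectin positive by PE staining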
Target sequence (P16581 whole entry, looked up): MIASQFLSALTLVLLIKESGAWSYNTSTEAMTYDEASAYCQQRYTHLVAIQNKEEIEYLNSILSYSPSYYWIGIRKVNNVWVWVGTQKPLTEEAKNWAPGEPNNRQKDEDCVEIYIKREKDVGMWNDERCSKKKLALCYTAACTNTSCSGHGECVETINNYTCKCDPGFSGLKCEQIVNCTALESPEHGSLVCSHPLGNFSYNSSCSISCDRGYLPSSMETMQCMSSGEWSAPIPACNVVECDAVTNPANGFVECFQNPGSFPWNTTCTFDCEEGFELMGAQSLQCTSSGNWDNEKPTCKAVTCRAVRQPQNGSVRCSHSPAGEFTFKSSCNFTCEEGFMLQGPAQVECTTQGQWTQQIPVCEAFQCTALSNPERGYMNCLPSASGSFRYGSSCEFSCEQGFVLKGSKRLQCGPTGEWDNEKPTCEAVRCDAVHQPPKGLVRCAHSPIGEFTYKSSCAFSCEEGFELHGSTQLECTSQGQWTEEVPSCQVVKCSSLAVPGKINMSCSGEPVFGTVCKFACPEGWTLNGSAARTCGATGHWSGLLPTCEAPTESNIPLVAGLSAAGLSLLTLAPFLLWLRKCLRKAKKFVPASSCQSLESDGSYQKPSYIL
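System: HUVEC / Compound: single concentration / Signal: immunofluorescence imaging / Read-out: percent E-selectin-positive cells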
RAD54 inh: inhibitors of human RAD54 branch migration; inhibition, % at 10.4 µM; RAD54 Holliday junction branch migration, FAM/BHQ fluorescence; 360,000 tested, 0.14% active; AID 602329;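 active means mean normalized replicate activity at least 40 and at least half of replicates scoring 40 or more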;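 further: 0% = median of neutral control wells and 100% = median of positive control wells; inhibitors cause a drop in the FAM fluorescence signal; in these data hits start at about 50%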
Starred values were filed as active, the others as inactive; . = no result given; & = joins results of further samples. This is a random part of the collection, and some 3.2% of all compounds hit somewhere here.

SMILES	RAD52 inh	ERp5 inh	esBAF inh	Casp6 inh	PglD inh	ARNT TACC3 PPI	E-selectin induc	RAD54 inh
COc1ccc(C(=O)NC(C)Cn2nc(C)cc2C)cc1OC1CCN(C(C)=O)CC1 (centres undefined)	4	0	2	-2	6	-1	1.6	-14
COc1ccc(CN2CC(C(=O)N3CC(C)CC(C)C3)CC2=O)cc1 (centres undefined)	-9	-2	-5	1	-1	-3	.	12
CO[C@@H]1CN(C)C(=O)c2cc(NC(=O)C3CC3)ccc2OC[C@@H](C)N(Cc2cc(F)ccc2F)C[C@@H]1C	4	-3	10	-1	-1	-3	0.2	8
COc1ccc(C(=O)N2CCCC(c3nc(-c4cc(OC)c(OC)c(OC)c4)no3)C2)cc1 (centres undefined)	-5	1	-5	-2	3	5	.	-3
Cc1ccc(C(C#N)N2CCOCC2)cc1 (centres undefined)	.	.	-1	.	-3	-4	.	13
O=C(C[C@@H]1CC[C@@H]2[C@H](COC[C@@H](O)CN2C(=O)Nc2ccc(C(F)(F)F)cc2)O1)NCCc1ccncc1	1	-3	1	-3	1	-15	0.6	9
O=C(NCC[C@@H]1CC[C@H](NC(=O)C2CCCCC2)[C@H](CO)O1)c1cnccn1	-2	-6	4	-1	5	0	-0.1	-5
COC(=O)[C@@]1(Cc2ccc(F)cc2)[C@H]2c3cc(C(=O)N4CCCC4)n(Cc4ccc(C)c(F)c4F)c3C[C@H]2CN1C(=O)c1ccccc1	-21	-1	.	2	.	.	0.0	.
COc1cc(C(F)(F)F)nc2ccc(C#CCOC(=O)Nc3ccccc3)cc12	-5	2	.	-2	1	-2	0.2	4
O=C(O)CCSc1ccc2ccccc2n1	-9	-1	0	-4	1&-1	-1	1.0	1&-5
CCOC(=O)c1ccc(NC(=O)NC2CC3CCC(C2)N3C(=S)NC)cc1 (centres undefined)	-5	6	0	-4	6	-2	2.4	0
C#Cc1cccc(NC(=O)Cc2cccs2)c1	-25	2	6	0	1	-5	0.2	0
O=C(COc1ccc(F)cc1)N1c2ccccc2CCc2ccccc21	-17	-8	.	0	.	-4	.	.
CCc1ccc(S(=O)(=O)Nc2ccc(Cl)cn2)cc1	2	2	8	-3	6	-25	0.3	0
O=C(c1ccc(F)cc1)N1CC(=O)N2[C@H](CO)[C@@H](c3ccc(-c4ccccc4)cc3)[C@H]2C1	-27	-1	.	1	.	.	-0.2	.

Remaining list, next part.
SMILES	RAD52 inh	ERp5 inh	esBAF inh	Casp6 inh	PglD inh	ARNT TACC3 PPI	E-selectin induc	RAD54 inh
CCOC(=O)C1CCCN(C(=O)c2cc3nc(-c4cccc(OC)c4)cc(C(F)(F)F)n3n2)C1 (centres undefined)	.	.	0	.	-3	-1	.	-4
COc1ccc(NC(=O)Nc2ccc3c(c2)CC(=O)N([C@@H](C)CO)C[C@@H](C)[C@H](CN(C)S(=O)(=O)c2cn(C)cn2)O3)cc1	4	2	-2	-1	-1	-23	.	-1
Cc1ncc(CO)c(/C=N/NC(=O)c2cccc(S(=O)(=O)N3CCCC3)c2)c1O	-36	6	-2	24	1	76*	1.7	2
CO[C@@H]1CN(C)C(=O)c2cc(NC(=O)c3ccccc3F)ccc2OC[C@@H](C)NC[C@@H]1C	-5	1	8	-2	-2	-3	0.2	3
O=C(/C=C/c1ccc(S(=O)(=O)N2CCOCC2)cc1)Nc1ccc(F)c(F)c1F	-29	4	7	-1	-4	-32	.	6
O=C(C1CCC1)N1C[C@@H]2N[C@H](C1)C2c1ccc(-c2ccccc2F)cc1 (some centres undefined)	5&-26	-1&1	.	-1&2	.	.	0.0	.
COc1ccc(CCNC(=O)c2ccc3nc[nH]c3c2)cc1	-15	4	.	12	1	2	.	9
C[C@@H]1CN([C@@H](C)CO)C(=O)c2cccc(NC(=O)Nc3ccc4c(c3)OCO4)c2O[C@H]1CN(C)S(=O)(=O)c1cccs1	6	-3	17	-2	-4	-5	-0.9	-1
CC1CCN(C2=C(NS(=O)(=O)c3ccc(Br)cc3)C(=O)c3ccccc3C2=O)CC1	-2	6	17	-1	0	35	.	7
CCC(=O)NNc1nc2c(C)cc(C)cc2s1	-5	5	.	2	.	-5	.	.
COc1cccc(C(=O)Nc2ccccc2C(=O)NC2CC2)c1	-5	5	.	0	.	-4	0.0	11
CCN(CC(=O)Nc1ccc(NC(C)=O)cc1)C(=O)CCN1C(=O)C2CC=CCC2C1=O (centres undefined)	-2	-1	0	-2	-2	-5	0.3	-3
C[C@@H]1CN([C@@H](C)CO)C(=O)c2cc(NC(=O)CCCN(C)C)ccc2O[C@@H]1CN(C)C(=O)NC1CCCCC1	-28	-5	-2	-1	3	0	-0.1	-3
COc1ccc(S(=O)(=O)N2C[C@H]3CON(C)[C@H]3C[C@H]2c2ccc(-c3cccc(F)c3)cc2)cc1	-6	-2	0	-1	-1	.	0.0	4
CCOC(=O)C1CCCN(C(=O)C2CCN(S(=O)(=O)CC)CC2)C1 (centres undefined)	.	.	-5	.	-4	-6	.	4

(cont.)
SMILES	RAD52 inh	ERp5 inh	esBAF inh	Casp6 inh	PglD inh	ARNT TACC3 PPI	E-selectin induc	RAD54 inh
O=C(N/N=C/c1ccc(N2CCOCC2)s1)c1ccc(NS(=O)(=O)c2cccs2)cc1	-18	-2	5	1	-6	4	-0.2	2
Cc1cc(C)c2c(-n3cccc3)c(C(=O)NNS(=O)(=O)c3ccc(F)cc3)sc2n1	.	.	-15	.	1	-9	.	10
CN(C)c1ccc(C2N(c3ccc(Cl)cc3)C(=O)C3CCCN32)cc1 (centres undefined)	-25	-2	-1	0	-4	-1	-0.2	1
CS(=O)(=O)N1CCC(Oc2ccccc2C(=O)NCCCc2cccnc2)CC1	-6	1	.	-2	.	-7	0.0	.
C[C@@H]1CCCCO[C@H](CN(C)C(=O)CCCN(C)C)[C@H](C)CN([C@@H](C)CO)C(=O)c2cc(NC(=O)Nc3ccc(F)cc3)ccc2O1	26	-2	-13	1	4	5	-0.3	15
O=C(N/N=C/c1ccccc1Cl)c1[nH]c2ccc(Br)cc2c1-c1ccccc1	-24	-3	.	-3	.	0	-0.1	.
COc1ccccc1C#Cc1ccc([C@H]2[C@@H](CO)N3CCCCN(C(=O)C4CC4)C[C@H]23)cc1	41	-3	.	-1	0	8	.	5
Fc1cccc(Cl)c1Cn1ncc2ccccc21	-20	3	22	-4	2	-7	-0.1	5
C[C@@H]1CN([C@@H](C)CO)C(=O)c2cccc(NC(=O)Nc3ccc4c(c3)OCO4)c2O[C@@H]1CN(C)S(=O)(=O)c1ccc(Cl)cc1	19	2	5	0	3	-4	-0.1	-26
O=C(c1ccc(-c2ccccc2)cc1)N1CCN(c2ccccc2F)CC1	-10	-6	5	-1	5	-4	.	-2
COc1ccc(CNC(=O)C[C@H]2C[C@@H]3c4cc(NS(C)(=O)=O)ccc4O[C@@H]3[C@H](CO)O2)cc1	0	4	-9	2	2	-5	0.0	4
COCCCNC(=O)[C@@]1(Cc2ccccc2N=[N+]=[N-])N=C(c2ccc(OCCCO)cc2)O[C@H]1c1ccccc1	15	0	.	-1	0	-1	.	-7
COc1ccc2c3c(cccc13)C(=O)N(O)C2=O	-55	-2	.	-3	0	.	0.2	-22
COc1ccccc1C(CNC(=O)c1ccco1)N1CCCC1 (centres undefined)	-46	-2	7	-134	1	3	0.4	-11
COc1cc(OC)cc(-n2nnnc2SCC(=O)NCc2ccc3c(c2)OCO3)c1	-12	-2	-5	-1	.	-2	.	-10

Next part.
SMILES	RAD52 inh	ERp5 inh	esBAF inh	Casp6 inh	PglD inh	ARNT TACC3 PPI	E-selectin induc	RAD54 inh
C#CCOCCOCCOCCNc1nc(N2CCN(C(=O)[C@H](C(C)C)n3cc(CCO)nn3)CC2)nc(N2CCN(C(=O)[C@H]([C@@H](C)CC)n3cc(CCC(=O)O)nn3)CC2)n1	-8	4	-2	0	0	0	0.0	-6
COc1ccc(Nc2nc(-c3ccccc3)nc3ccccc23)cc1	-36	2	-17	-4	10	-17	-0.1	3
Cc1ccc(NS(=O)(=O)c2c(C)[nH]c(C)c2C(=O)N2CCCCC2)cc1Cl	4	-2	3	1	3	2	.	-9
CC(=O)N1[C@H](CN(C)S(=O)(=O)c2ccccc2)[C@H](c2ccccc2)[C@@H]1CO	-14	5	3	0	3	-6	-0.2	0
C[C@@H]1CCCCO[C@@H](CN(C)C(=O)Nc2ccc3c(c2)OCO3)[C@H](C)CN([C@@H](C)CO)C(=O)c2cc(NS(=O)(=O)c3cccs3)ccc2O1	-36	0	8	-2	-3	-3	0.0	-2
COc1ccc(N2CCN(C(=O)c3ccccc3NC(=O)C3=C(C)OCCS3)CC2)cc1	-7	-1	-4	0	-6	5	54*	-4
CNCc1c(C)nn(-c2ccccc2)c1C	-9	-3	.	1	.	-4	1.7	.
Cn1c(-c2ccccc2)cnc1SCC(N)=O	.	.	14	.	-2	-3	.	14
COc1ccc(NS(=O)(=O)c2ccc(-n3nnc4ccccc43)c([N+](=O)[O-])c2)cc1	-14	-2	-8	-3	7	-6	.	-6
CCC(=O)N1CC2(CN(Cc3ccc(F)cc3)C2)c2c(n(C)c3cc(OC)ccc23)[C@@H]1CO	14	2	.	-1	.	.	0.0	.
CCN1C(=O)/C(=C/c2cnn(CC)c2C)SC1=S	-100	-3	.	1	.	10	0.0	.
Cc1ccc(NC(=O)CC(=O)c2ccccc2)cc1C	-4	-4	75*	-1	4	-6	1.9	6
COc1ccc2[nH]c(C)c(C(=O)CN(C)C)c2c1	.	.	-9	.	-2	-1	.	11
O=C(C[C@@H]1CC[C@@H](NC(=O)NC2CCCCC2)[C@H](CO)O1)NCc1ccccc1	-7	9	0	-1	-1	0	0.6	6
Nc1nc(Cn2nnc(-c3ccccc3F)n2)nc(N2CCOCC2)n1	-14	13	3	0	0	.	.	-6

(cont.)
SMILES	RAD52 inh	ERp5 inh	esBAF inh	Casp6 inh	PglD inh	ARNT TACC3 PPI	E-selectin induc	RAD54 inh
CCOC(=O)c1ccc2c(c1)nc(C)n2CC	.	.	26	.	-8	-2	.	3
O=C(CCCC(=O)N(CC(=O)NC1CCCCC1)Cc1ccc2c(c1)OCO2)Nc1ccccn1	.	.	5	.	0	-5	.	2
O=C(Nc1ccccc1)c1cc2ccccc2c(=O)s1	-12	8	.	-1	-3	12	0.5	-4
C=CCSc1nnc(CNC(=O)c2ccccc2C)n1C(C)C	-5	4	.	0	.	-9	.	.
O=C(c1ccncc1)N1CCCCN2[C@H](CO)[C@@H](c3ccc(C#Cc4ccccn4)cc3)[C@@H]2C1	-34	4	.	2	1	5	0.0	3
